Assay outcomes: PubChem BioAssay, National Center for Advancing Translational Sciences (NCATS)
USP2a inh: blocks human ubiquitin-specific protease USP2a; Potency, µM (titrated, usually from 38.3 µM), for inactives: at the highest dose activity change, negative = inhibition, actives largely listed as inhibitors; USP2 core, Ub-CHOP2 coupled fluorogenic reporter, 485/531; 330,000 tested, 0.01% active; AID 463254; O75604;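 also: potency is read from the fitted curve at half-maximal effect; plate controls were DMSO wells for no effect and full inhibition by NEM control for full effect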
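Cell-free coupled assay: 10nM USP2 core preincubated 30min RT with compound in Tris-HCl pH 8.0/CaCl2/CHAPS buffer, then 25nM Ub-CHOP2 and 25nM reporter substrate; fluorescence (Ex 485/Em 531) read after 60min RT, normalized to NEM inhibition, concentration-response curves fitted.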
PKM2 act: increases activity of human pyruvate kinase M2; purified PKM2, Kinase-Glo ATP luminescence, activation; response scale: 0% is enzyme alone, no compound; P14618; Potency, µM (top dose mostly 57.5 µM), inactives show top-dose activation, actives largely listed as activators; 260,000 tested, 0.34% active; also: potency is read from the fitted curve at half-maximal effect; % is scaled to controls: 0 for no effect and ±100 for the full control effect; nearly all actives have a fitted effect of over 55% in size
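Purified hPK-M2 (>95%) run at intermediate activity with 0.1 mM ADP and 0.5 mM PEP in 50 mM imidazole pH 7.2, KCl, MgCl2; 1 h room temperature. ATP formed read by Kinase-Glo luminescence; normalized to uninhibited and no-enzyme controls.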
ASM inhibitor: human S-ASM enzyme inhibition; P17405; placental ASM, HMU-PC fluorogenic substrate, 60 min; Potency, µM (top dose mostly 57.5 µM), for inactives: at the top dose activity change, negative = inhibition, hits mostly inhibitors; 340,000 tested, 0.006% active; AID 504937; also: potency is read from the fitted curve at half-maximal effect
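Fluorescence read-out (Ex 386 nm, Em 447 nm) after stopping the reaction at pH 10. Enzyme: ASM from human placenta; substrate HMU-PC0, 9 uM final; 60 min, 37 °C. Compound preincubation 10 min, ambient temperature.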
TSHR antag: human thyrotropin receptor antagonism | P16473 | 330,000 tested, 0.2% active | AID 504810 | activity change, negative = inhibition, % at 11.5 µM | TSHR-expressing cells, TSH-stimulated cAMP HTRF, 2 h; hits give low values;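 active = activity change below a set negative limit, meaning inhibition stronger than a set level, cut at about -70% in these data; inconclusive = activity change between two set negative limits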; also: % is scaled to controls: 0 for no effect and ±100 for the full control effect
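TSHR-expressing cells were treated with compounds, then stimulated with TSH at EC80 (4nM final) for 2 hours at 37 deg C. Cellular cAMP was measured by HTRF competition between lysate cAMP and cAMP-d2 for a cryptate-labelled anti-cAMP antibody.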
Menin MLL FP TR: inhibitors of human menin-MLL interaction, mutant MLL peptide | Menin + Texas Red MLL mutant peptide, fluorescence polarization | Potency, µM (titrated, usually from 61.6 µM), for the others: at the highest dose FP activity change, negative = inhibition, usual class: inhibitors | 270,000 tested, 0.23% active | AID 1768; active = well fitted inhibition curve with a large enough effect in the polarisation, with a control signal flat, not every such curve was filed as active; inconclusive = small, poorly fitted or top-dose-only effect, or effect the other way, or a change in a side signal; inactive = no such curve, though single readings can be large or run the other way; the % refers to the polarisation; also: potency is read from the fitted curve at half-maximal effect; % of control where 0% means no effect; many of its hits are not listed in these tables
Target sequence (O00255 whole entry, looked up): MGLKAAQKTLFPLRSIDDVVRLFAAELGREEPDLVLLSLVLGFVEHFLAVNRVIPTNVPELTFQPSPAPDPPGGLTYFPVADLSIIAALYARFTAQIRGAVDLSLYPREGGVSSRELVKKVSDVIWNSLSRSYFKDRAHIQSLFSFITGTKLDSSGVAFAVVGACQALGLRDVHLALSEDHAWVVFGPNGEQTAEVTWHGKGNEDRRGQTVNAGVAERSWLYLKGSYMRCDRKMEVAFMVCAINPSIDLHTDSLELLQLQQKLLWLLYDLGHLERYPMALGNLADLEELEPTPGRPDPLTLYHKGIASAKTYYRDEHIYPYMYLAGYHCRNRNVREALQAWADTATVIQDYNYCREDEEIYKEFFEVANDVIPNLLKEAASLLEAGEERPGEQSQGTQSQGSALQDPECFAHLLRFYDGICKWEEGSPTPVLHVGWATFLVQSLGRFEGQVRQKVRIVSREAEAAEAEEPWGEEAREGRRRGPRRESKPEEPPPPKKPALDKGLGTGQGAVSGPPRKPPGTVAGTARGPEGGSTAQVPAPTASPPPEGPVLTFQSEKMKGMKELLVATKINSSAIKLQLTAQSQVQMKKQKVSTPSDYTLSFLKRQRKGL
KCNH2 WT inh: KCNH2 (human, wildtype) channel inhibition; Q12809; U2OS, BacMam KCNH2, thallium flux FluxOr; hits give low values; activity change, % at 1.84 µM; 340,000 tested, 0.37% active; AID 720551;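 active = maximum activity change below -70%; inconclusive = maximum activity change between -70% and -50%; inactive = maximum activity change above -50%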; also: % is scaled to controls: 0 for no effect and ±100 for the full control effect
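U2OS cells transduced with wild-type KCNH2 virus are loaded with FluxOr dye for 45 min, and thallium flux is measured in kinetic reads before and after stimulation buffer. Rate constants are normalized to DMSO controls.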
GALK inh: galactokinase (human) inhibition | P51570 | Purified GALK, Kinase-Glo residual ATP luminescence | Potency, µM (series often up to 57.5 µM), inactives show at the highest dose activity change, negative = inhibition, usual class: inhibitors | AID 1868 | 270,000 tested, 0.007% active; also: potency is read from the fitted curve at half-maximal effect; % is scaled to controls: 0 for no effect and ±100 for the full control effect
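Quantitative HTS: GALK 5 nM, ATP 35 uM, galactose 100 uM, 1 h room temperature, then luciferase-based ATP detection.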
MBNL1 CUG block: blocks human MBNL1 binding to CUG repeat RNA | Q9NR56 | TR-FRET MBNL1-His/biotin-(CUG)12 binding, 665/545 ratio | Potency, µM (highest dose often 57.5 µM), inactives show at the highest dose activity change, negative = inhibition, usual class: inhibitors | 280,000 tested, 0.036% active | AID 2675; active = well fitted inhibition curve with a large enough effect in the signal ratio, with a control signal flat, not every such curve was filed as active; inconclusive = small, poorly fitted or top-dose-only effect, or effect the other way, or a change in a side signal; inactive = no such curve, though single readings can be large or run the other way; the % refers to the signal ratio; also: potency is read from the fitted curve at half-maximal effect; % is scaled to controls: 0 for no effect and ±100 for the full control effect
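Inhibition of protein-RNA binding appears as loss of TR-FRET between terbium anti-His antibody on MBNL1-His and streptavidin-XL665 on biotin-(CUG)12. Activity is normalized to buffer-only and uninhibited-complex controls.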
Chronic BCR inh: blocks chronic active B-cell receptor signaling | ABC-DLBCL IkBa-CBG/CBR reporter, luminescence ratio, 4 h | Potency, µM (doses to about 46.1 µM), inactives show top-dose ratio change, negative = lower green/red ratio, actives largely listed as inhibitors | 340,000 tested, 0.05% active | AID 493014; active = well fitted inhibition curve with a large enough effect in the signal ratio, with a control signal flat, not every such curve was filed as active; inconclusive = small, poorly fitted or top-dose-only effect, or effect the other way, or a change in a side signal; the % refers to the signal ratio;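 also: potency is read from the fitted curve at half-maximal effect; plate controls were basal doxycycline-induced cells for no effect and cells given 10 µM MG132 for full effect; MG132 reads +100%, hits lower the ratio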
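Compounds up to 46 uM were incubated four hours with TMD8 cells whose green CBG68 luciferase is fused to IkappaBalpha; red CBR luminescence normalised the signal, and concentration-effect curves were fitted to fusion, red and ratio data.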
Mito fusion yeast: inhibitors of mitochondrial division or activators of mitochondrial fusion | S. cerevisiae fusion-defective mutant growth rescue, CellTiterGlo 48 h | Potency, µM (doses to about 46.1 µM), without a hit: top-dose growth rescue (activation), actives largely listed as activators | 320,000 tested, 0.23% active;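 also: potency is read from the fitted curve at half-maximal effect; % of control where 0% means no effect; nearly all actives have a fitted effect of over 45% in size; temperature-sensitive fusion mutants such as fzo1-1 at 37 °C on non-fermentable ethanol glycerol medium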
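Temperature-sensitive fusion-defective S. cerevisiae (e.g. fzo1-1, mgm1-5) were grown with compound in YPEG medium (3% ethanol, 3% glycerol) for 48 hours at 37C. Growth rescue was measured as viability by CellTiterGlo luminescence after 10 minutes at ambient.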
Eya2 inh: blocks the phosphatase activity of human Eya2; O00167; recombinant Eya2, OMFP fluorescence dephosphorylation (OMFP is methylfluorescein phosphate); 330,000 tested, 0.006% active; Potency, µM (top dose mostly 76.9 µM), inactives show top-dose activity, negative = inhibition, actives largely listed as inhibitors; also: potency is read from the fitted curve at half-maximal effect; % is scaled to controls: 0 for no effect and ±100 for the full control effect
Target sequence (O00167 whole entry, looked up): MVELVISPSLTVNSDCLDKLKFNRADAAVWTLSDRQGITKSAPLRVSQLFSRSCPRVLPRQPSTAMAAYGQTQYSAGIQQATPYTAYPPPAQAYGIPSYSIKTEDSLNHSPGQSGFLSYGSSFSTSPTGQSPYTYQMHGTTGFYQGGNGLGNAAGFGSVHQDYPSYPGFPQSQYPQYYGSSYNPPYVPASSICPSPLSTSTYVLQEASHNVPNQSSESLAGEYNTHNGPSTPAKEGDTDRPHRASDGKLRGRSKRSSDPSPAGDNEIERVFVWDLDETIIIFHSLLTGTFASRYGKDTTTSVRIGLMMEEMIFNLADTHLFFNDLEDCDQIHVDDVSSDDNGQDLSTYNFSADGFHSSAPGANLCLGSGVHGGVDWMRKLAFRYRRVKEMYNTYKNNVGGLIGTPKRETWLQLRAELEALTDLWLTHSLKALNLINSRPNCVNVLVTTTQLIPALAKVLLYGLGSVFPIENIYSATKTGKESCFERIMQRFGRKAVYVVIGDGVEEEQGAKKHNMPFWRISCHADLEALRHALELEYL
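Eya2 protein (added as 0.2 uM solution) was preincubated with compound for 10 min at ambient temperature in 50 mM HEPES pH 7.5, 50 mM NaCl, 5 uM MgCl2, 0.05% BSA, 1 mM DTT. OMFP (added at 50 uM) then reacted 10 min; fluorescence read at 485/525 nm.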
An asterisk follows results filed as active; [ ] = dose if it differs, or a comment. Unless noted, calls follow the shape of the dose curve; as a rule, active = well fitted curve in the direction sought with a large enough effect; inconclusive = small, poorly fitted or top-dose-only effect, or another doubt; inactive = no such curve, though single readings can be large; an effect the other way counts as inactive or inconclusive.

Screening CC(Sc1nc(-c2ccc(F)cc2)cs1)C(=O)Nc1ccc(Cl)cn1 (configuration not stated) returned USP2a inh 1%, PKM2 act -5%, ASM inhibitor -2%, TSHR antag -12, Menin MLL FP TR 22%, KCNH2 WT inh 12, GALK inh 1%, Chronic BCR inh inconclusive, Mito fusion yeast 4% and Eya2 inh -3%.
Screening CCC(C)c1ccc(NC(=S)N2CCN(S(C)(=O)=O)CC2)cc1 (configuration not stated) returned USP2a inh 2%, PKM2 act 1%, ASM inhibitor -2%, TSHR antag -4, Menin MLL FP TR 8%, KCNH2 WT inh -10, GALK inh -6%, MBNL1 CUG block -1%, Chronic BCR inh -1%, Mito fusion yeast 1% and Eya2 inh -1%.
O=C(/C=C/c1cccs1)NCc1ccc2c(c1)OCO2 was read as USP2a inh 2%, ASM inhibitor 3%, TSHR antag -7, Menin MLL FP TR -21%, KCNH2 WT inh -11, MBNL1 CUG block inconclusive, Chronic BCR inh 3%, Mito fusion yeast 1% and Eya2 inh 3%.
For CCc1ccc(OCC2Cn3c(nc4c3c(=O)[nH]c(=O)n4C)O2)cc1 (configuration not stated) the results were USP2a inh -4%, PKM2 act 1%, ASM inhibitor -1%, TSHR antag 42, Menin MLL FP TR 9%, KCNH2 WT inh 3, GALK inh 1%, MBNL1 CUG block -5%, Chronic BCR inh 1%, Mito fusion yeast 10% and Eya2 inh -6%.
CCN1CCN(c2ccc(NC(=O)c3ccc(F)cc3)cc2Cl)CC1 was read as USP2a inh 9%, PKM2 act 0%, ASM inhibitor -1%, TSHR antag 21, Menin MLL FP TR -4%, KCNH2 WT inh 15, GALK inh -2%, MBNL1 CUG block 4%, Chronic BCR inh 5%, Mito fusion yeast 11% and Eya2 inh 1%.
`COc1cccc(C2C(C(=O)c3cccs3)=C(O)C(=O)N2CCCn2ccnc2)c1OC` (configuration not stated) gave USP2a inh 0%, PKM2 act -13%, TSHR antag 35, Menin MLL FP TR 2%, GALK inh 2%, MBNL1 CUG block 4%, Chronic BCR inh 4%, Mito fusion yeast -3% and Eya2 inh 1%.
COc1ccc(CNC(=O)C[C@H]2C(=O)N(C3CCCCC3)C[C@@H]2Cc2ccccc2)cc1 was read as USP2a inh 1%, PKM2 act 0%, ASM inhibitor 1%, TSHR antag -4, Menin MLL FP TR -11%, KCNH2 WT inh -11, MBNL1 CUG block 6%, Chronic BCR inh -13%, Mito fusion yeast 1% and Eya2 inh 1%.
Screening CCOC(=O)c1c(CNc2ccncc2)n(C)c2cc(Br)c(O)cc12 returned USP2a inh 8%, PKM2 act -6%, ASM inhibitor -6%, TSHR antag 16, Menin MLL FP TR 6%, GALK inh -3%, MBNL1 CUG block -4%, Chronic BCR inh 1%, Mito fusion yeast -5% and Eya2 inh 10%.
CCCCOc1ccc(C(=O)NCC(=O)NC(C)CCc2ccccc2)cc1 (configuration not stated) was read as USP2a inh -2%, PKM2 act 0%, ASM inhibitor -3%, TSHR antag 3, KCNH2 WT inh -10, GALK inh -3%, MBNL1 CUG block -7%, Chronic BCR inh -1%, Mito fusion yeast 3% and Eya2 inh -3%.
Screening Cc1sc2nc(COC(=O)c3ccc(N4CCCC4)c([N+](=O)[O-])c3)[nH]c(=O)c2c1C returned USP2a inh 2%, PKM2 act 2%, ASM inhibitor 0%, TSHR antag -3, Menin MLL FP TR 4%, KCNH2 WT inh -15, GALK inh -1%, MBNL1 CUG block 10%, Chronic BCR inh -1%, Mito fusion yeast 2% and Eya2 inh -5%.
CCN(CC)C(=O)CSc1n[nH]c(=O)n1CCc1ccccc1 was read as USP2a inh 3%, PKM2 act 2%, ASM inhibitor 2%, TSHR antag 4, Menin MLL FP TR -25%, KCNH2 WT inh -4, GALK inh 5%, MBNL1 CUG block 1%, Chronic BCR inh -5%, Mito fusion yeast -4% and Eya2 inh 15%.
Screening COc1ccc(OC)c(S(=O)(=O)N2c3cc(F)ccc3CCC2C)c1 (configuration not stated) returned PKM2 act 3%, ASM inhibitor 2%, Menin MLL FP TR -2%, KCNH2 WT inh -7, GALK inh 1%, MBNL1 CUG block -2% and Mito fusion yeast -10%.
CC(C)CNC(=O)COCc1cc(-c2ccc3c(c2)OCO3)on1 was read as USP2a inh 3%, ASM inhibitor 0%, TSHR antag -2, Menin MLL FP TR -7%, KCNH2 WT inh -1, MBNL1 CUG block -6%, Chronic BCR inh inconclusive, Mito fusion yeast -9% and Eya2 inh -3%.
Cc1ccc(C(C)C)c(Oc2nnnn2-c2ccccc2)c1 was read as USP2a inh 3%, PKM2 act -3%, ASM inhibitor -1%, TSHR antag -27, Menin MLL FP TR 19%, KCNH2 WT inh -11, GALK inh 1%, MBNL1 CUG block 1%, Chronic BCR inh 12%, Mito fusion yeast 14% and Eya2 inh -36%.
`COC(=O)c1cc(S(=O)(=O)N2CCN(c3cccc(C)c3)C(C)C2)c[nH]1` (configuration not stated) gave USP2a inh 2%, PKM2 act -3%[0.46 µM], ASM inhibitor 0%, TSHR antag -6, Menin MLL FP TR 13%, KCNH2 WT inh 4, GALK inh -2%, MBNL1 CUG block -5%, Chronic BCR inh -1%, Mito fusion yeast -8% and Eya2 inh -12%.
COc1ccc(C2Nc3ccccc3C(=O)N2O)cc1CN1CCOCC1 (configuration not stated) was read as USP2a inh 0%, PKM2 act 3%, ASM inhibitor 9%, TSHR antag -1, Menin MLL FP TR -15%, KCNH2 WT inh -1, GALK inh 1%, MBNL1 CUG block -8%, Chronic BCR inh 3%, Mito fusion yeast 0% and Eya2 inh 8%.
Screening O=C(O)CSC(=S)N1CCCC1 returned USP2a inh 1%, PKM2 act 0%, ASM inhibitor 2%, TSHR antag 0, KCNH2 WT inh -10, GALK inh -3%, MBNL1 CUG block -9%, Chronic BCR inh 10%, Mito fusion yeast 0% and Eya2 inh 1%.
For COc1ccc(-c2csc3nc(C)nc(N4CCN(C(C)=O)CC4)c23)cc1OC the results were USP2a inh 1%, PKM2 act 0%, ASM inhibitor 2%, TSHR antag -3, Menin MLL FP TR -12%, KCNH2 WT inh 14, GALK inh 1%, MBNL1 CUG block 15%, Chronic BCR inh -1%, Mito fusion yeast 9% and Eya2 inh -8%.
Screening O=C(COC(=O)Cc1cccs1)Nc1cccc(S(=O)(=O)N2CCOCC2)c1 returned USP2a inh 0%, ASM inhibitor 8%, TSHR antag -4, KCNH2 WT inh -1, Chronic BCR inh -16%, Mito fusion yeast 6% and Eya2 inh 5%.
For CC(C)CCNC(=O)CCNS(=O)(=O)c1ccc(Cl)cc1 the results were USP2a inh 2%, PKM2 act -1%, ASM inhibitor -1%, TSHR antag -11, Menin MLL FP TR -18%, KCNH2 WT inh -18, GALK inh 0%, MBNL1 CUG block -11%, Chronic BCR inh -6%, Mito fusion yeast 1% and Eya2 inh -4%.
Screening CC(C)[C@@H](CSc1ccccc1)N1CCN(Cc2ccccc2)CCC1=O returned USP2a inh 1%, PKM2 act 3%, ASM inhibitor 0%, TSHR antag -3, Menin MLL FP TR -15%, KCNH2 WT inh 21, MBNL1 CUG block -2%, Chronic BCR inh -8%, Mito fusion yeast -3% and Eya2 inh 10%.

Pulled by compound from the list above:
COc1ccc(CNC(=O)C[C@H]2C(=O)N(C3CCCCC3)C[C@@H]2Cc2ccccc2)cc1 was read as USP2a inh 1%, PKM2 act 0%, ASM inhibitor 1%, TSHR antag -4, Menin MLL FP TR -11%, KCNH2 WT inh -11, MBNL1 CUG block 6%, Chronic BCR inh -13%, Mito fusion yeast 1% and Eya2 inh 1%.
Screening O=C(COC(=O)Cc1cccs1)Nc1cccc(S(=O)(=O)N2CCOCC2)c1 returned USP2a inh 0%, ASM inhibitor 8%, TSHR antag -4, KCNH2 WT inh -1, Chronic BCR inh -16%, Mito fusion yeast 6% and Eya2 inh 5%.

A portion of the library; count on the stated rates, not on these rows.
